aGlu spleen mod = inhibits or activates alpha-glucosidase in human spleen homogenate. human spleen homogenate, 4-MU-alpha-glucoside fluorescence. Potency, µM (doses to about 79.9 µM), inactives show top-dose activity change, negative = inhibition, most hits filed as inhibitors. 240,000 tested, 0.006% active. AID 2112;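 further: 0% = enzyme with vehicle and -100% = no enzyme basal signal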
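Compounds were titrated against alpha-glucosidase in spleen homogenate at pH 5.0, with 1 mM 4-methylumbelliferyl substrate for 40 min at 37 C. Reactions were quenched with pH 10 NaOH/glycine and fluorescence measured.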
HTT ATP protect = Huntington cell model cytoprotection by ATP luminescence; Potency, µM (doses to about 56.4 µM), for inactives: cytoprotection (ATP increase), usual class: activators; PC12 HTT-Q103 induced, cytoprotection, ATP luminescence, 40 h; 230,000 tested, 0.14% active;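 further: % of control where 0% means no effect; nearly all actives have a fitted effect of over 45% in size; toxic huntingtin expression switched on by the ecdysone agonist tebufenozide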
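Quantitative HTS on tebufenozide-induced (100 nM) PC12 cells expressing HTTQ103 exon 1–GFP; compounds tested as a concentration series; survival measured via cellular ATP.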
GAA glycogen = inhibitors or activators of human alpha-glucosidase glycogen cleavage; P10253; 300,000 tested, 0.38% active; Potency, µM (series often up to 76.4 µM), inactives show top-dose activity change, negative = inhibition, most hits filed as inhibitors; recombinant GAA, glycogen substrate, Amplex Red glucose oxidase fluorescence;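 further: 0% = full enzyme reaction and -100% = no-enzyme basal signal; the screen sought inhibitors and activators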
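qHTS, 1536-well; enzyme 4 nM final; cpd up to 77 uM; substrate bovine liver glycogen 30 ug; 50 mM citrate/phosphate pH 5.0, 0.01% Tween-20; 37 C, 40 min; Amplex Red detection 45 min RT; Hill fit → AC50.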
aGal spleen mod = alpha-galactosidase A (human) modulation | human spleen homogenate, 4MU-alpha-Gal fluorescence, 40 min | Potency, µM (top dose mostly 80 µM), for the others: at the top dose activity change, negative = inhibition, hits mostly inhibitors | 240,000 tested, 0.008% active;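 further: 0% = enzyme with vehicle and -100% = no enzyme basal signal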
Target sequence (P06280 32-429 limits assumed): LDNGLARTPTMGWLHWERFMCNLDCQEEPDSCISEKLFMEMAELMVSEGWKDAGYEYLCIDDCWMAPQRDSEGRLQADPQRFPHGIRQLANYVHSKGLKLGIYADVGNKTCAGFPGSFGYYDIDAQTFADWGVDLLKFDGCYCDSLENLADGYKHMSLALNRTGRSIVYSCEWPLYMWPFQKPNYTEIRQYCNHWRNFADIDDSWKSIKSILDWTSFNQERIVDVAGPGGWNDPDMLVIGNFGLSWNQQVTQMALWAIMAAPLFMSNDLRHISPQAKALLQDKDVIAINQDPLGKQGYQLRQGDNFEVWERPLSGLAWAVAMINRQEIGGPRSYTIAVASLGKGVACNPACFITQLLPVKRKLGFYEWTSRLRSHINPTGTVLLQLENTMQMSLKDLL
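qHTS titration in buffer at pH 5.0. Alpha-galactosidase activity in spleen homogenate was measured via 4-methylumbelliferone release from 1 mM fluorogenic substrate after 40 min at 37C and a pH 10 stop. AC50 came from Hill fits of control-normalized data.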
Numbers without * were called inactive; u = inconclusive; x = not tested or not shown; [ ] = another dose, or the depositor's remark. The call rests on the fitted dose curve; in most records, active means well fitted curve in the direction sought with a large enough effect; inconclusive means small, poorly fitted or top-dose-only effect, or another doubt; inactive means no such curve, though single readings can be large; an effect the other way counts as inactive or inconclusive. Potency means the concentration at half of the fitted maximal effect. This is a subset (hit frequency here may not be typical).

No. | canonical_smiles | aGlu spleen mod | HTT ATP protect
1 | COc1ccc(CNc2ncncc2-c2cccc(C#N)c2)c(OC)c1 | -9% | 18%
2 | O=C(Oc1ccccc1)N1CCC2(CC1)CN(c1ncccn1)C2 | 1% | -11%
3 | O=C(Nc1cccc(F)c1)N1CC[C@@]2(CCCN(C(=O)c3cccc(F)c3)C2)C1 | -5% | -32%[inhibitor]
4 | COc1cccc(Cn2c(=O)c(-c3ccc(F)cc3)nc3cnc(N4CCNCC4)nc32)c1 | -4% | -99%[inhibitor]
5 | CS(=O)(=O)N1CCC[C@@]2(CCN(C(c3ccccc3)c3ccccc3)C2)C1 | -3% | 20%
6 | CN1CCN(c2ncc3nc(-c4ccc(Cl)cc4)c(=O)n(C4CC4)c3n2)CC1 | 11% | 17%
7 | CCC(=O)O[C@@]1(C(=O)CCl)[C@@H](C)C[C@@H]2[C@H]3CCC4=CC(=O)C=C[C@@]4(C)[C@]3(F)[C@@H](O)C[C@@]21C | 7%[29.1 µM] | 5%[40.3 µM]
8 | Cc1ccc(C#N)cc1 | 8% | -7%
9 | CN(C)c1ncc2nc(-c3ccccc3)c(=O)n(C3CC3)c2n1 | 6% | -81%[inhibitor]
10 | COc1ccc(C(=O)N2CCC3(CC2)CN(C(=O)NC(C)C)C3)cc1 | 3% | u
11 | CC(C)NC(=O)N1CCCC2(CCN(C(=O)c3cccc(F)c3)CC2)C1 | 0% | -20%
12 | O=C(c1cnccn1)N1CCC2(CC1)CN(c1ccccn1)C2 | -11% | -47%[inhibitor]
13 | O=C(c1csnn1)N1CCC2(CCN(Cc3cc(C(F)(F)F)cc(C(F)(F)F)c3)CC2)CC1 | -7% | 12%
14 | O=C(c1cc(C(F)(F)F)cc(C(F)(F)F)c1)N1CCC[C@@]2(CCN(Cc3ccccc3)C2)C1 | 7% | u
15 | C[C@@]1(O)CCOC(=O)C1 | -9%[29.1 µM] | 3%[40.3 µM]

No. | GAA glycogen | aGal spleen mod
1 | x | -11%
2 | x | -9%
3 | x | 6%
4 | x | -10%
5 | x | 0%
6 | x | u
7 | x | 6%[29.1 µM]
8 | x | -9%
9 | x | u
10 | x | 3%
11 | x | -5%
12 | x | -9%
13 | x | 5%
14 | x | 8%
15 | x | -5%[29.1 µM]

Ordered by SMILES length (falling): part of the list above.
No. | canonical_smiles | aGlu spleen mod | HTT ATP protect
4 | COc1cccc(Cn2c(=O)c(-c3ccc(F)cc3)nc3cnc(N4CCNCC4)nc32)c1 | -4% | -99%[inhibitor]
5 | CS(=O)(=O)N1CCC[C@@]2(CCN(C(c3ccccc3)c3ccccc3)C2)C1 | -3% | 20%
12 | O=C(c1cnccn1)N1CCC2(CC1)CN(c1ccccn1)C2 | -11% | -47%[inhibitor]
15 | C[C@@]1(O)CCOC(=O)C1 | -9%[29.1 µM] | 3%[40.3 µM]

No. | GAA glycogen | aGal spleen mod
4 | x | -10%
5 | x | 0%
12 | x | -9%
15 | x | -5%[29.1 µM]

Filtered by structure, the entries above with a CF3 group (two)
No. | canonical_smiles | aGlu spleen mod | HTT ATP protect
13 | O=C(c1csnn1)N1CCC2(CCN(Cc3cc(C(F)(F)F)cc(C(F)(F)F)c3)CC2)CC1 | -7% | 12%
14 | O=C(c1cc(C(F)(F)F)cc(C(F)(F)F)c1)N1CCC[C@@]2(CCN(Cc3ccccc3)C2)C1 | 7% | u

No. | GAA glycogen | aGal spleen mod
13 | x | 5%
14 | x | 8%

More results:
No. | canonical_smiles | aGlu spleen mod | HTT ATP protect
16 | CN(Cc1ccco1)c1ncnc2ccc(-c3cccc(NS(C)(=O)=O)c3)cc12 | -3% | -170%[inhibitor]
17 | COc1ccc(C(=O)N2CCC[C@@]3(CCN(c4ccccn4)C3)C2)cc1 | 1% | 27%
18 | CN(C)c1ncc2nc(CCc3ccccc3)c(=O)n(-c3ccccc3)c2n1 | 8% | -19%
19 | FC(F)(F)c1ccccc1-c1cncnc1NCc1cccnc1 | -8% | -39%[inhibitor]
20 | CCN(CC)CCCCNc1ncc2cc(-c3cc(OC)cc(OC)c3)c(NC(=O)NC(C)(C)C)nc2n1 | 14% | x
21 | CCOC(=O)CN(Cc1ccccc1)C(=O)OC(C)(C)C | 0% | x

No. | GAA glycogen | aGal spleen mod
16 | x | 13%
17 | x | 2%
18 | x | 12%
19 | x | -6%
20 | -5%[76.3 µM] | u
21 | -12%[76.3 µM] | 5%

Compounds 19–21 of the list above:
No. | canonical_smiles | aGlu spleen mod | HTT ATP protect
19 | FC(F)(F)c1ccccc1-c1cncnc1NCc1cccnc1 | -8% | -39%[inhibitor]
20 | CCN(CC)CCCCNc1ncc2cc(-c3cc(OC)cc(OC)c3)c(NC(=O)NC(C)(C)C)nc2n1 | 14% | x
21 | CCOC(=O)CN(Cc1ccccc1)C(=O)OC(C)(C)C | 0% | x

No. | GAA glycogen | aGal spleen mod
19 | x | -6%
20 | -5%[76.3 µM] | u
21 | -12%[76.3 µM] | 5%

Bioassay records: PubChem, National Center for Advancing Translational Sciences (NCATS)
